DAX1 inh-1 = inhibitors of human orphan nuclear receptor DAX1 (NR0B1) | HEK293 Gal4-DAX1 luciferase reporter, luminescence | P51843 | inhibition, % at 6.75 µM | hit rate 0.99% among 340,000 | AID 504766;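 active = inhibition above the mean over all tested compounds plus 3 SD, cut at about 4.2% in these data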;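 also: 0% = DAX1-transfected cells with DMSO and 100% = empty-vector control cells with DMSO; inhibition shows as a rise in luminescence from relieved DAX1 repression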
DAX1 inh-2 = DAX1 (NR0B1) inhibition, primary screen | AID 652010 | HEK293T StAR-luciferase reporter, SF-1/DAX-1 repression relief | inhibition, % at 6.8 µM | hit rate 1.1% among 370,000;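 active = inhibition above the mean over all tested compounds plus 3 SD, cut at about 3.6% in these data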;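 also: 0% = DAX-1 cells with DMSO and 100% = cells lacking DAX-1 with DMSO; higher inhibition means more luminescence from relief of DAX-1 repression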
sPLA2-III inh = Blocks human group III sPLA2 activity; Q9NZ20; QFRET BODIPY PC-A2 liposome hydrolysis, fluorescence; inhibition, % at 12.2 µM; hit rate 0.56% among 370,000;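 active = inhibition above mean plus 3 SD of compounds lying within the high and low control bounds, cut at about 19% in these data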;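 also: 0% = median of test compound wells and 100% = no enzyme DMSO wells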
Target sequence (Q9NZ20 whole entry, looked up): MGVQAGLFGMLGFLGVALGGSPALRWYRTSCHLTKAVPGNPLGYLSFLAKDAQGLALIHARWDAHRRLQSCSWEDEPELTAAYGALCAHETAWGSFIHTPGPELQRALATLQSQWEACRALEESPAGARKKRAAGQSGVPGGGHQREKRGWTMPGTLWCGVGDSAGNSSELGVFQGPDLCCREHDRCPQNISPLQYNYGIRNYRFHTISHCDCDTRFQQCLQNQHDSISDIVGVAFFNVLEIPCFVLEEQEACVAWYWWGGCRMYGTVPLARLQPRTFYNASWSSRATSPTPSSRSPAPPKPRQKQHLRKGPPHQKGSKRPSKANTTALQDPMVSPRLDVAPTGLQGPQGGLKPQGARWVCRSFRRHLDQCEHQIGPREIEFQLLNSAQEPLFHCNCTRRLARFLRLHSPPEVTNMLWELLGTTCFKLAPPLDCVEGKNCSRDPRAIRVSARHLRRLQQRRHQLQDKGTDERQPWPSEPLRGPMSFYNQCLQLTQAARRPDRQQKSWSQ
hcDAF-12 act = H. contortus DAF-12 activation, primary screen. activation, % at 6.8 µM. HEK293 hcDAF-12 lit1-tk-luc reporter, luminescence; 0% DMSO, 100% Δ7-dafachronic acid. hit rate 1.4% among 370,000. AID 652067;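 active = activation above the mean of all tested compounds plus 3 SD, cut at about 5.5% in these data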;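 also: 100% = response to 3 µM Δ7-dafachronic acid high control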
SMARCA2 activ = increases SMARCA2 function in MMTV reporter cells. MG213 cells, MMTV-luciferase reporter, dexamethasone, overnight. activation, % at 9.1 µM. hit rate 1% among 370,000; in the data active = activation above about 7.8%;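 also: 0% = vehicle wells and 100% = reference activator wells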
ssDAF12 agonist = activators of S. stercoralis DAF-12 nuclear receptor | hit rate 1% among 370,000 | HEK293 ssDAF-12/GRIP1 lit1-tk-luc reporter, luminescence; % of 3 µM dafachronic acid response | activation, % at 6.8 µM | AID 652126;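 active = activation above the mean over all tested compounds plus 3 SD, cut at about 0.9% in these data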;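 also: 0% = DMSO-only wells and 100% = 3 µM delta7-dafachronic acid wells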
ADAM10 inh = inhibits human ADAM10; recombinant ADAM10, EDANS/DABCYL FRET peptide cleavage, 3 h; AID 720582; hit rate 0.62% among 370,000; inhibition, % at 7 µM; O14672;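 active = inhibition above a per-campaign cutoff equal to the mean of compounds falling between control-based bounds plus 3 SD, cut at about 20% in these data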;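 also: 0% = DMSO wells while the 100% control is not disclosed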
Target sequence (O14672 214-748 limits assumed): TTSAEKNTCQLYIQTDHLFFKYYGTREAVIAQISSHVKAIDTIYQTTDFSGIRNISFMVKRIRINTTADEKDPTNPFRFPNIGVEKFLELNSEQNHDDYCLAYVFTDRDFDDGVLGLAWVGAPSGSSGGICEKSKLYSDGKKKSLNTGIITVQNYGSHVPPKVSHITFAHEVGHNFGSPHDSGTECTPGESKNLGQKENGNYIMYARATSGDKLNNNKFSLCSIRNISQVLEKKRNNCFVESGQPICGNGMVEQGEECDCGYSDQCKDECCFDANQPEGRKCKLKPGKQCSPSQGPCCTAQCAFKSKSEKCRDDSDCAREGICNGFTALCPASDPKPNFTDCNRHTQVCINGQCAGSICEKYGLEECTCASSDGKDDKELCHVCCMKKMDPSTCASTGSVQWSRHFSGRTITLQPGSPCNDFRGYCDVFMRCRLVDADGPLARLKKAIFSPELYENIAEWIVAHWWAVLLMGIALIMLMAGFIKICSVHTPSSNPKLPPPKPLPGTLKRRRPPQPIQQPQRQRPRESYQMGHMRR
GC-A act = GC-A (human) enzyme activation. HEK293 GC-A cells, cGMP TR-FRET, EC30 ANP; 0% at EC30 ANP, 100% saturating ANP. P16066. activation, % at 10 µM. hit rate 0.14% among 370,000. AID 1671463; in the data active = activation above about 40%
GAA850 FXN act = activators of GAA850 frataxin (FXN) promoter. hit rate 0.56% among 360,000. HEK293 lucGAA850 FXN promoter luciferase reporter, 24 h; percent of 10 µM SAHA response. activation, % at 6 µM. AID 540364;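 active = activation above the average of all compounds screened plus 3 SD, cutoff fixed separately per campaign, cut at about 7.5% in these data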;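 also: 0% = DMSO wells and 100% = 10 µM SAHA wells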
GC-B act = GC-B (human) receptor activation; P20594; HEK293-GC-B cells, CNP EC30, cGMP TR-FRET; 0% at EC30 CNP, 100% saturating CNP; activation, % at 10 µM; hit rate 0.11% among 370,000; AID 1920062;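 active = activation at 10 µM reaching about 35% in either raw or pattern-adjusted values, limit read from the data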
hgDAF-12 ag = hgDAF-12 agonism, primary luciferase screen | AID 687014 | activation, % at 6.8 µM | hit rate 1.8% among 370,000 | HEK293 GAL4-hgDAF12 UAS-luciferase reporter, agonist luminescence; normalized to butyrate control;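 active = activation above a cutoff set at the mean of all screened compounds plus 3 SD, cut at about 10% in these data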;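 also: 0% = DMSO wells and 100% = sodium butyrate wells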
* marks the source's active call; other numbers are inactive results; nt = not tested or not shown. Not a hit list; overall some 6.6% were active at least once.

SMILES	DAX1 inh-1	DAX1 inh-2	sPLA2-III inh	hcDAF-12 act	SMARCA2 activ	ssDAF12 agonist	ADAM10 inh	GC-A act	GAA850 FXN act	GC-B act	hgDAF-12 ag
O=C(COC(=O)c1ccc(Cl)nc1)Nc1ccc(S(=O)(=O)N2CCCC2)cc1	-1.1	-0.1	0.1	-0.1	-3.9	-0.8	-0.7	-1.2	0.3	-8.4	-3.9
N#Cc1ccc(-c2csc(NC(=O)/C=C/c3cccs3)n2)cc1	0.2	-0.9	-0.4	1.7	-4.7	-0.6	-9.3	11.9	-0.9	-0.1	0.1
CCCCOc1ccc(C(=O)N/C(=C\c2cccc([N+](=O)[O-])c2)C(=O)OCCC)cc1	1.1	0.4	3.1	1.6	2.4	-1.1	2.5	-6.4	2.5	-7.1	1.9
O=C(CNC(=O)c1ccccc1)OCC(=O)c1ccc(Cl)s1	-0.1	0.0	-0.1	-1.0	-1.4	-1.0	-15.8	1.0	1.2	-3.6	1.5
Cc1ccc(-n2c(C)c3c(C)nnc(C)c3c2C)cc1N	-0.4	0.0	5.5	0.7	-6.3	-0.7	-7.5	5.5	0.8	2.4	-1.2
O=C(CSc1nc(=O)n2cc(Cl)ccc2n1)Nc1ccc2c(c1)OCCO2	0.0	-3.2	3.1	1.7	-0.5	-1.1	0.0	-1.9	-0.3	-5.2	0.3
COc1ccc(C(=O)Nc2ccccc2C(=O)NCCN2CCOCC2)cc1OC	0.7	1.5	1.5	0.6	0.5	-0.7	-6.5	-1.6	0.8	4.2	1.2
O=C(CN1CCN(Cc2ccccc2)CC1)Nc1cccc(C(F)(F)F)c1	3.0	1.2	-3.9	-1.5	-5.7	-0.8	8.0	13.1	1.1	4.7	-1.0
CCOc1ccc(/C(O)=C2\C(=O)C(=O)N(CCN(C)C)C2c2cc(OC)ccc2OC)cc1Cl (centres undefined)	-0.3	-0.6	5.0	-0.4	4.0	-0.9	4.7	3.8	1.5	6.8	2.8
CCCCOc1ccccc1C(=O)NCCCC(=O)O	0.8	-0.5	4.7	-1.7	-0.4	-0.7	-5.8	1.5	0.5	-0.4	1.8
CC1CCCN(C(=O)CN(C)S(=O)(=O)c2cccc3nsnc23)C1 (centres undefined)	0.1	0.7	12.3	-0.2	-4.4	-0.4	3.7	8.9	0.2	-0.3	-1.4
O=S1(=O)CC(N2CCSCC2)CN1Cc1cn(Cc2cccc(C(F)(F)F)c2)nn1 (centres undefined)	nt	2.4	6.5	-1.0	-6.5	-1.1	-7.0	3.9	nt	3.2	0.8
O=c1nc2s/c(=C\c3ccco3)c(=O)n2nc1Cc1ccc(F)cc1	0.8	-0.5	4.2	-0.9	-6.3	-1.1	-71.6	3.1	1.7	0.3	-0.2
COC(=O)c1ccc(N2CCN(C)CC2)c(NC(=O)c2cccs2)c1	1.0	-0.2	-2.5	0.3	0.6	-0.7	5.4	3.1	-0.2	2.0	-0.5
CC1CC(C)CN(CCC(=O)Nc2ccc(Br)cc2)C1 (centres undefined)	-1.2	-0.1	-4.6	2.6	0.9	-1.5	6.5	0.9	1.4	-0.9	-0.6

Reprinted at random: three records from the list
SMILES	DAX1 inh-1	DAX1 inh-2	sPLA2-III inh	hcDAF-12 act	SMARCA2 activ	ssDAF12 agonist	ADAM10 inh	GC-A act	GAA850 FXN act	GC-B act	hgDAF-12 ag
O=C(CNC(=O)c1ccccc1)OCC(=O)c1ccc(Cl)s1	-0.1	0.0	-0.1	-1.0	-1.4	-1.0	-15.8	1.0	1.2	-3.6	1.5
O=C(CN1CCN(Cc2ccccc2)CC1)Nc1cccc(C(F)(F)F)c1	3.0	1.2	-3.9	-1.5	-5.7	-0.8	8.0	13.1	1.1	4.7	-1.0
CCCCOc1ccccc1C(=O)NCCCC(=O)O	0.8	-0.5	4.7	-1.7	-0.4	-0.7	-5.8	1.5	0.5	-0.4	1.8

(continued)
SMILES	DAX1 inh-1	DAX1 inh-2	sPLA2-III inh	hcDAF-12 act	SMARCA2 activ	ssDAF12 agonist	ADAM10 inh	GC-A act	GAA850 FXN act	GC-B act	hgDAF-12 ag
O=C(CC1CCCCC1)NC1CCCC1	-0.9	-0.1	6.7	-1.0	1.3	-0.9	-4.2	-1.4	1.7	-0.1	2.1
O=S(=O)(N1CCCCCC1)N1CCN(S(=O)(=O)N2CCOCC2)CC1	1.1	-0.1	12.3	-1.2	-0.9	-1.5	13.7	0.3	0.3	-3.0	-0.3
COC(=O)C1=C(C(=O)OC)C(C(=O)OC)C(C(=O)OC)C(C(=O)OC)(C(=O)OC)C(C(=O)OC)=C1C(=O)OC (centres undefined)	0.7	0.0	-1.9	0.5	1.8	-1.1	-9.8	4.4	3.0	2.2	5.7
Cc1ccc2c(=O)[nH]c(Nc3nc(C)cc(-c4ccccc4)n3)nc2c1	-0.8	-0.5	-3.8	0.1	-1.2	-1.5	6.1	-3.4	0.9	-2.6	0.5
Cc1csc2nc(CNS(=O)(=O)c3ccc4c(c3)OCCO4)cn12	-0.6	-1.4	0.1	0.1	-1.1	-1.2	-5.8	2.2	1.8	0.1	2.1
CC(=O)c1ccccc1OCCn1nnc(-c2ccc(C)cc2)n1	-0.5	-0.8	-16.6	-0.6	-2.9	-1.3	-1.5	1.3	2.5	-5.2	0.1
Cc1ccc(OCCCN2C(=O)C(=O)c3cccc(C)c32)cc1	-1.1	0.6	25.9*	-1.6	1.0	-1.1	2.7	2.6	-1.8	-13.2	-2.2
COc1ccc(C(=O)CSc2nn3c(=O)c(C(C)(C)C)nnc3s2)cc1	0.8	0.9	-5.3	-0.3	-0.5	-0.8	1.7	-6.2	-3.9	-3.8	-0.1
Cc1c2ccccc2nc2ccccc12	0.0	0.7	-2.8	-0.5	-0.6	-1.2	-191.3	-2.1	0.3	3.7	1.8
c1ccc(OCCOCCN2CCc3ccccc3C2)cc1	0.5	0.4	13.3	4.5	2.1	-0.8	-7.8	-2.6	3.5	1.7	-1.1
Cc1cc(=O)oc2c(C)c(OC(C)C(=O)NCCCN3CCCC3=O)ccc12 (centres undefined)	0.3	-0.5	-2.0	-1.1	0.4	-1.4	-114.7	0.4	1.5	-3.6	0.1
CCN=C1SC(C(=O)Nc2ccc(OC)cc2)CC(=O)N1CC (centres undefined)	-0.2	-0.2	-1.3	1.3	-1.9	-0.7	-2.7	-1.5	2.4	1.5	1.2
Cc1ccc(C2=NN(C(=O)CSc3nccn3C)C(c3ccco3)C2)cc1 (centres undefined)	-0.8	-2.2	-8.7	-1.6	-0.7	-1.0	-1.8	0.1	-1.9	-3.4	4.2
CC(C)Sc1nc2c(c(=O)[nH]c(=O)n2C)n1Cc1ccc(Cl)cc1	0.3	0.2	-2.2	-0.4	3.4	-0.5	8.3	16.0	4.6	29.4	-0.5
O=C(Nc1ccc(F)cc1)N1CCN(c2ccc3nnc(-c4ccc(F)cc4)n3n2)CC1	-0.2	-1.3	-10.4	-4.0	-1.1	-1.1	-12.6	1.4	1.3	0.3	-3.5

Ordered by the number under ADAM10 inh (highest first): some entries from above
structure	ADAM10 inh
Cc1ccc(OCCCN2C(=O)C(=O)c3cccc(C)c32)cc1	2.7
Cc1ccc(C2=NN(C(=O)CSc3nccn3C)C(c3ccco3)C2)cc1 (centres undefined)	-1.8
c1ccc(OCCOCCN2CCc3ccccc3C2)cc1	-7.8

Going on with the list.
SMILES	DAX1 inh-1	DAX1 inh-2	sPLA2-III inh	hcDAF-12 act	SMARCA2 activ	ssDAF12 agonist	ADAM10 inh	GC-A act	GAA850 FXN act	GC-B act	hgDAF-12 ag
O=C(COC(=O)c1ccc([N+](=O)[O-])o1)NCc1ccc2c(c1)OCO2	-0.2	-1.1	11.2	0.8	-1.4	-1.1	-12.1	1.3	-1.7	-4.5	-0.3
C=CCSc1nnc(NC(=O)C2=COCCO2)s1	3.2	6.8*	-1.6	5.7*	8.0*	0.1	-6.5	-1.8	4.6	1.7	8.4
NS(=O)(=O)c1ccc(CCNC(=S)NC2CCCC2)cc1	1.4	-0.1	8.3	4.6	-2.0	-0.3	-0.7	3.4	0.9	9.3	4.1
Cc1ccc2[nH]c(=O)c(CN(CCCN(C)C)C(=O)Nc3cccc(Cl)c3)cc2c1	2.0	1.1	-17.2	0.1	2.5	-1.1	-10.4	-9.8	-2.1	-10.4	-2.7
COC(=O)/C=C1\OCc2c(F)cccc21	nt	0.0	4.3	-1.6	-1.0	-0.8	-1.7	0.8	nt	-0.6	-1.7
N#Cc1cccc(NC(=O)c2cc(C3CCCCN3C(=O)c3ccc4c(c3)CCO4)on2)c1 (centres undefined)	nt	-3.8	-3.4	-2.9	-2.9	-0.9	-6.2	-1.5	0.5	-2.7	-1.1
Cc1cccc(NC(=O)Cc2ccc(NC3=NC4CS(=O)(=O)CC4S3)cc2)c1 (centres undefined)	-0.1	0.1	3.3	0.9	-2.8	-1.4	9.7	-4.9	0.6	-0.3	2.0
N#CCC(=O)Nc1ccc(C(=O)OCC(=O)Nc2cc(-c3ccccc3)nn2-c2ccccc2)cc1	-0.7	-0.4	-44.2	-2.2	-2.5	-1.3	-3.7	-3.3	2.3	-6.6	3.0
COc1ccccc1N1CCN(C(=O)C(C)NC(=O)c2cccc([N+](=O)[O-])c2)CC1 (centres undefined)	2.8	0.2	8.7	0.8	-4.1	-1.2	-1.2	3.7	0.1	1.1	-1.1
Cc1cc(C)cc(N(CCC(=O)O)S(=O)(=O)c2ccc(Cl)cc2)c1	0.6	-0.4	-9.2	0.1	-2.2	-0.9	14.3	-3.0	-1.3	1.1	-1.3
O=C(CSc1ncn[nH]1)NCc1ccccc1Cl	0.2	-0.3	-7.6	-2.0	0.2	-1.0	5.1	3.8	1.9	1.5	0.4
COc1cc(/C=N/NC(=S)NCCN2CCOCC2)cc(OC)c1O	1.0	0.3	3.2	1.0	0.3	-1.0	-87.2	-0.9	-1.2	3.2	-0.5

Single records, from the list above. Order of screens: DAX1 inh-1 | DAX1 inh-2 | sPLA2-III inh | hcDAF-12 act | SMARCA2 activ | ssDAF12 agonist | ADAM10 inh | GC-A act | GAA850 FXN act | GC-B act | hgDAF-12 ag
Results for N#Cc1cccc(NC(=O)c2cc(C3CCCCN3C(=O)c3ccc4c(c3)CCO4)on2)c1 (centres undefined) → nt | -3.8 | -3.4 | -2.9 | -2.9 | -0.9 | -6.2 | -1.5 | 0.5 | -2.7 | -1.1
Results for COc1ccccc1N1CCN(C(=O)C(C)NC(=O)c2cccc([N+](=O)[O-])c2)CC1 (centres undefined) → 2.8 | 0.2 | 8.7 | 0.8 | -4.1 | -1.2 | -1.2 | 3.7 | 0.1 | 1.1 | -1.1

Source: PubChem BioAssay
